DT40 TDP1 CPT – qHTS for Inhibitors of human tyrosyl-DNA phosphodiesterase 1 (TDP1): qHTS in cells in presence of CPT. chicken DT40 Tdp1-/-;hTDP1 cells + 20 nM CPT, ATP luminescence, 48 h. Potency, µM (highest dose often 46.2 µM), for inactives: top-dose activity change, negative = growth inhibition, actives largely listed as inhibitors. hit rate 12% among 420,000. AID 686979, 2013; further: nearly all actives have a fitted effect of over 55% in size
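Cell growth measured by CellTiter-Glo luminescence after a minimum 48 h, 37 C compound exposure with 20 nM CPT in Tdp1-knockout DT40 cells stably expressing hTDP1, seeded 400/well; qHTS titration format.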
GCN5L2 inh – qHTS Assay for Inhibitors of GCN5L2. Histone acetyltransferase KAT2A (Homo sapiens), Q92830. GCN5L2 HAT assay, ThioGlo1 CoA-SH fluorescence. Potency, µM (doses to about 58.9 µM), without a hit: at the highest dose activity change, negative = inhibition, most hits filed as inhibitors. hit rate 0.21% among 390,000. AID 504327, 2011
Target sequence (Q92830 whole entry, looked up): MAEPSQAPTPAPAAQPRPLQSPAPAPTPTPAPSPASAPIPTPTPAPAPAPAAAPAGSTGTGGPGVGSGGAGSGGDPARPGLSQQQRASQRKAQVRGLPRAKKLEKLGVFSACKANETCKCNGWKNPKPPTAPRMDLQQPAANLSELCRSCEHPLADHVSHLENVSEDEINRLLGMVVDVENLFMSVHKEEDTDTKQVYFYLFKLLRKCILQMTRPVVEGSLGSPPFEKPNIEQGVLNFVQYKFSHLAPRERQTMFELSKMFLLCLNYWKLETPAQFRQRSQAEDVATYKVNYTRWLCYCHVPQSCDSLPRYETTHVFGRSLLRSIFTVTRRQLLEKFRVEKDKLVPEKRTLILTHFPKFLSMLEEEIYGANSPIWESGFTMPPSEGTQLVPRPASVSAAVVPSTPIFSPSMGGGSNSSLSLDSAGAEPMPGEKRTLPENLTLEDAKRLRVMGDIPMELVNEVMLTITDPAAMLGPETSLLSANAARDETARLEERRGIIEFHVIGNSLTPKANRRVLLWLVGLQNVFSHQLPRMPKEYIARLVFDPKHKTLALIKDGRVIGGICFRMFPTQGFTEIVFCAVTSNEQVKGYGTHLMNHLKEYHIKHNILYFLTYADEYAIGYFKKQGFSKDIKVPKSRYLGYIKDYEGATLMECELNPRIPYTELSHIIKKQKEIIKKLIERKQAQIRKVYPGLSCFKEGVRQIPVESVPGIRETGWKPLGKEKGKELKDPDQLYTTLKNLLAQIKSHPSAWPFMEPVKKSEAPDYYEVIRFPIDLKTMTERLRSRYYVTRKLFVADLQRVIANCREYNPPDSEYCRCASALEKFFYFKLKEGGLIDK
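Preincubate 20nM GCN5L2 with compound 15 min, RT → add 50uM ThioGlo1 + 75uM H3(1-25) + 70uM acetyl-CoA → read fluorescence 0 and 20 min. Primary qHTS; fluorescent artifacts likely.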
DT40 TDP1 no CPT – qHTS for Inhibitors of human tyrosyl-DNA phosphodiesterase 1 (TDP1): qHTS in cells in absence of CPT; hit rate 15% among 420,000; Potency, µM (highest dose often 46.2 µM), inactives show at the top dose activity change, negative = growth inhibition, most hits filed as inhibitors; DT40 Tdp1-/- hTDP1 cells, no CPT, ATP luminescence, 48 h; further: nearly all actives have a fitted effect of over 55% in size
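Readout: luminescence from CellTiter-Glo after 30 min in the dark at RT. Cells: DT40 Tdp1-/- with stable hTDP1, 400/well. Exposure: compounds alone, ≥48 hr, 37 °C.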
An asterisk follows results filed as active; ? = inconclusive; nt = not tested or not shown; [ ] = remark or other dose. The call rests on the fitted dose curve; in most records, active means well fitted curve in the direction sought with a large enough effect; inconclusive means small, poorly fitted or top-dose-only effect, or another doubt; inactive means no such curve, though single readings can be large; an effect the other way counts as inactive or inconclusive. On the % scale 0 is the no-effect control and ±100 the full control effect; potency means the concentration at half of the fitted maximal effect. Some of the compounds tested. The share of hits here may be higher or lower than overall.

Start of the listing, in advance, two compounds:
Every second line gives: DT40 TDP1 CPT, GCN5L2 inh, DT40 TDP1 no CPT
> Cc1ccc(-c2c(C(=O)N/N=C/c3ccc4c(c3)OCO4)nnn2-c2nonc2N)cc1
 : -21.8%, -16.2%, -24.8%
> COc1cccc(NC2C=CS(=O)(=O)C2)c1 (centres undefined)
 : 7.0%, -2.5%, 6.6%

The whole of this part, repeating the preview:
Every second line gives: DT40 TDP1 CPT, GCN5L2 inh, DT40 TDP1 no CPT
> Cc1ccc(-c2c(C(=O)N/N=C/c3ccc4c(c3)OCO4)nnn2-c2nonc2N)cc1
 : -21.8%, -16.2%, -24.8%
> COc1cccc(NC2C=CS(=O)(=O)C2)c1 (centres undefined)
 : 7.0%, -2.5%, 6.6%
> Cc1ccc(NC(=O)CCCCCN2C(=O)[C@@H]3Cc4ccccc4CN3C2=O)c(Cl)c1
 : ?, -25.0%, ?
> COc1ccc(CNC(=O)Cn2cc(C(F)(F)F)ccc2=O)cc1
 : 4.3%, 0.7%, 3.2%
> CCOC(=O)N1CCC(Nc2cccc(SC)c2)CC1
 : -26.4%, -2.1%, -24.3%
> Cc1ccc(CCNC(=O)c2ccc(CSCc3ccccc3C)o2)cc1
 : ?, -2.0%, 16.4µM*
> CCN(CC(=O)Nc1ccc2c(c1)OCCO2)C(=O)C1CCCCC1
 : -9.8%, -15.0%, 18.5%
> O=C(c1cnn2c1NC(c1ccco1)CC2C(F)(F)F)N1CCN(c2cccc(Cl)c2)CC1 (centres undefined)
 : 16.4µM*, ?, 8.2µM*
> CCCC(=O)Nc1nc2c(OC)ccc(OC)c2s1
 : -27.9%, -5.1%, ?
> CN1OC[C@@H]2CN(S(=O)(=O)c3cccc4ccccc34)[C@H](c3ccc(-c4ccccc4)cc3)C[C@@H]21
 : ?, nt, 23.1µM*
> CCOc1ccccc1C(=O)Nc1nnc(SCC(=O)N2CCOCC2)s1
 : ?, -3.8%, ?
> Cc1nc(SCC(=O)NCC2CCCO2)c2cc(-c3ccccc3)sc2n1 (centres undefined)
 : ?, -14.2%, ?
> CN(C)c1ccc(C(=S)N2CCN(C(=S)Nc3ccccc3)CC2)cc1
 : 1.0%, 1.6%, 15.0%
> O=C(CCN1C(=O)C2C3C=CC(C3)C2C1=O)N1CC(=O)N(CCc2ccccc2)C(=O)C1 (centres undefined)
 : -12.7%, -2.4%, ?
> Cc1ccccc1-c1nc(CS(=O)(=O)CC(=O)N2CCc3ccccc32)c(C)o1
 : -15.4%, 0.0%, -7.6%
> COc1ccccc1NC(=O)CN1CCN(c2ccccc2F)CC1
 : 20.6µM*, -3.5%, ?
> COCCCNC(=O)c1[nH]c2cc(OC)ccc2c1Sc1ccc(C)cc1
 : -16.7%, -11.8%, -9.2%
> CC1(C(=O)NS(=O)(=O)c2ccc(Cl)s2)CCN1C(=O)c1ccccc1CCc1ccccc1 (centres undefined)
 : ?, nt, ?
> COc1ccc(C(CNC(=O)CN2C(=O)NC3(CCCC3)C2=O)N(C)C)cc1 (centres undefined)
 : -2.1%, -10.6%, 5.0%
> CCn1c(SCC(=O)N2CCOCC2)nnc1C(C)NC(=O)c1ccccc1 (centres undefined)
 : -1.7%, 2.7%, -3.5%
> CCOC(=O)CN1CCc2c(C)nc3c(-c4ccc(OC)c(OC)c4)cnn3c21
 : ?, -5.0%, ?
> COc1cc(C)c(C(=O)CSc2nnc(CNC(=O)c3ccco3)n2C)cc1C
 : -2.0%, -0.7%, -17.9%
> Cc1ccc(NC(=O)CN2C(=O)CNC2=O)cc1
 : -4.3%, 14.8%, 2.1%
> Cc1ccc(Cc2c(-c3ccc(C#N)cc3)nc3c4ccccc4ccn23)cc1
 : ?, nt, ?
> CNC(=O)CSc1nnc(-c2ccncc2)n1Cc1ccccc1
 : -12.8%, -14.7%, -7.4%
> O=C(/C=C/NCc1cccnc1)C(F)(F)C(F)(F)F
 : 13.8%, -14.6%, 2.9%
> Oc1c(/C=N/c2ncn[nH]2)ccc2ccccc12
 : -7.5%, -1.0%, -27.7%
> O=C1CCCN1c1ccc(Br)cc1
 : -16.4%, 0.1%, -15.8%
> Cc1cccnc1NC(N)=S
 : -3.0%, -0.7%, -1.8%
> CCC1CN(CCNC(=O)c2ccnc(Cl)c2)Cc2cc(OC)ccc2O1 (centres undefined)
 : ?, nt, ?
> CCn1c(=O)c(C(=O)Nc2cc(OC)c(OC)c(OC)c2)nc2ccccc21
 : 1.0%, -7.7%, -27.5%
> N#CC1(c2nc3ccccc3[nH]2)CC1c1ccc2c(c1)OCO2 (centres undefined)
 : -19.2%, -13.6%, -1.5%
> CC(OC(=O)C1CC1C)C(=O)Nc1ccc(Cl)cn1 (centres undefined)
 : -1.0%, -21.6%, -4.5%
> O=C(COC(=O)C1CCC1)Nc1cccc(Cl)c1
 : 5.0%, -18.6%, -1.2%
> COc1ccc(N(CC(=O)Nc2cccc(C)c2C)S(=O)(=O)c2c(C)[nH]c(=O)[nH]c2=O)cc1
 : 0.5%, -1.9%, 2.6%
> CN1CCN(C(=O)c2ccc(C(F)(F)F)cc2)CC1
 : ?, -1.2%, -2.9%
> O=c1[nH]cc(S(=O)(=O)N2CCN(c3ccc(F)cc3)CC2)c(=O)[nH]1
 : -9.4%, nt, 1.3%
> O=C(N=Nc1c(O)[nH]c2ccccc12)c1cccs1
 : ?, -16.9%, ?
> COc1ccc(CNc2ncnc3onc(C)c23)cc1
 : 16.4µM*, 16.1%, 13µM*
> COc1cc(NC(=O)COC(=O)CNC(=O)C23CC4CC(CC(C4)C2)C3)cc(OC)c1
 : ?, ?, -0.2%
> Cc1ccc(NC(=O)CSCC(=O)N(C)Cc2c(F)cccc2Cl)cc1
 : 18.4µM*, nt, 25.9µM*
> Cc1ccc(OCC(=O)NCCNC(=O)c2ccncc2)cc1C
 : 1.7%, -2.3%, -1.9%
> CCOc1nc2cnccc2n(CC(=O)Nc2ccccc2F)c1=O
 : 8.4%, 3.9%, 1.3%
> COc1cc(NC(=O)c2nn(-c3ccc(F)cc3)c(=O)n(C)c2=O)cc(OC)c1OC
 : 14.6µM*, 13.2%, 10.3µM*
> COc1ccc(C2=NN3C(C2)c2ccccc2OC32C(=O)N(C)c3ccccc32)cc1 (centres undefined)
 : ?, -1.2%, 20.6µM*
> Cc1ccc(C)c(NC(=O)N2CCc3ccccc3C2)c1
 : -29.5%, 0.0%, 5.8%
> O=C(Nc1cccc(Cl)c1Cl)C1CCCC1
 : 4.4%, nt, -6.7%
> COc1ccc(C2(CNC(=O)CCC(=O)O)CCCC2)cc1
 : 11.0%, -24.8%, 12.2%
> COc1ccc2sc(N(CCCN(C)C)C(=O)c3ccc(S(=O)(=O)N4CCc5ccccc5C4)cc3)nc2c1
 : 4.11µM*, -8.3%, 4.61µM*
> COc1ccc(C(=O)N(CC(=O)NC(C)(C)C)c2ccc3c(c2)OCCO3)cc1OC
 : -20.9%, -2.9%, -15.5%
> Cc1sc2ncnc(N3CCC(C(=O)Nc4sc5c(c4C(N)=O)CCC(C)C5)CC3)c2c1C (centres undefined)
 : ?, -1.9%, ?
> CCc1ccc(CNc2ncnc3c2nc2n3CCCC2)cc1
 : ?, -3.5%, ?
> CCOC(=O)N1CCN(C(=O)c2ccc3c(c2)N=C(C)c2cc(Cl)ccc2S3)CC1
 : ?, -4.4%, 11.6µM*
> O=C(Nc1ccn(CCCN2CCN(c3ccccc3)CC2)c(=O)n1)OCc1ccccc1
 : ?, nt, 14.6µM*
> COC(=O)C1(C(C[N+](=O)[O-])c2ccc(C)cc2)C(=O)NCC1c1ccco1 (centres undefined)
 : ?, -4.2%, ?
> N#Cc1ccccc1C[C@H](N)C(=O)NC[C@H]1O[C@@H](n2ccc(N)nc2=O)[C@H](O)[C@@H]1O
 : 9.1%, nt, -16.5%
> COc1ccc(C(=O)Nc2ccc(Cl)cc2C(=O)N2CCCC(C)C2)cc1OC (centres undefined)
 : -8.7%, -7.1%, ?
> Cc1ccccc1OCC(=O)Nc1ccncc1
 : ?, -6.1%, 16.4µM*
> Oc1ccccc1N1CCN(C(=S)Nc2ccc(SC(F)F)cc2)CC1
 : -16.9%, -3.8%, ?
> Cc1ccc(OCC(=O)n2nc(C)cc2C)c(C)c1
 : -0.4%, -13.9%, -11.1%

2 records picked at random from those above:
Every second line gives: DT40 TDP1 CPT, GCN5L2 inh, DT40 TDP1 no CPT
> Cc1sc2ncnc(N3CCC(C(=O)Nc4sc5c(c4C(N)=O)CCC(C)C5)CC3)c2c1C (centres undefined)
 : ?, -1.9%, ?
> COc1ccc(C2(CNC(=O)CCC(=O)O)CCCC2)cc1
 : 11.0%, -24.8%, 12.2%

The list goes on.
Every second line gives: DT40 TDP1 CPT, GCN5L2 inh, DT40 TDP1 no CPT
> CN(CCc1ccccc1)C(=O)c1cccc(NC(=O)Cc2cccc(NC(=O)C3CCN(C(=O)c4ccccc4)CC3)c2)c1
 : ?, nt, ?
> O=C(Nc1nnc([C@H]2C[C@H](O)[C@@H](CO)O2)s1)C(c1ccccc1)c1ccccc1
 : -26.1%, nt, -9.1%
> Cc1cccc(C(=O)NC(=S)N2CCN(C)CC2)c1
 : ?, -4.0%, ?
> CCCOc1ccc(F)cc1-c1cc(C(=O)NCc2ccco2)[nH]n1
 : ?, nt, ?
> Cc1nn(CC(=O)O)c2ccccc12
 : -15.2%, -3.0%[0.501 µM], -0.2%
> CCN1CCN(C(=O)c2ccc3c(c2)N(Cc2cc(C)ccc2C)C(=O)c2ccccc2S3=O)CC1 (centres undefined)
 : 18.4µM*, -2.9%, 16.4µM*
> CCOCC(=O)Nc1nc(C)cc(C)n1
 : -1.9%, -4.9%, -17.6%
> O=[N+]([O-])c1ccc(C2=NCCO2)cc1
 : -0.9%, 2.0%, 7.4%
> Cc1cc(Cl)ccc1NC(=S)NCCCO
 : -15.7%, -1.0%, 2.6%
> N/C(=N\OC(=O)c1ccccc1)C(Cc1ccccc1)C(=O)NOC(=O)c1ccccc1 (centres undefined)
 : 2.91µM*, nt, 2.59µM*
> CSc1nc(-c2ccco2)nn1C(=O)c1ccccc1Cl
 : 0.5%, -5.7%, -11.7%
> Cn1ccc2c(-c3ccc(F)cc3)cc3c(c21)C1CCC3C1 (centres undefined)
 : -25.5%, nt, ?
> O=C(NC1CCCCC1)Oc1ccccc1
 : 17.4%, 4.7%, -24.8%
> Cc1nc(Cl)sc1C(=O)Nc1ccc(F)cc1
 : 20.7%, nt, -3.1%
> O=C(c1ccc(Cl)c(S(=O)(=O)N2CCCCCC2)c1)N1CCN(c2ccccn2)CC1
 : ?, 0.0%, ?
> CN1C=Nc2c(ncn2C2CCC(CO)O2)C1O (centres undefined)
 : -22.9%, nt, -11.6%
> CC(CCc1ccccc1)NC(=O)COC(=O)c1ccc(S(C)(=O)=O)c([N+](=O)[O-])c1 (centres undefined)
 : 2.31µM*, -13.2%, 2.31µM*
> Cc1ccccc1Cn1c(SCc2ccc(C(=O)NC(C)c3ccccc3)cc2)nc2ccncc21 (centres undefined)
 : 9.2µM*, -6.6%, 16.4µM*
> CCc1nc(SCC(=O)Nc2ccc(N(CC)CC)cc2)n[nH]1
 : -7.5%, nt, -9.7%
> CC(C)N1C(=O)C(=O)N(CC(=O)N2c3ccccc3NC(=O)CC2C)C1=O (centres undefined)
 : 0.2%, -2.6%, 5.2%
> COc1ccc(N2CCN(CC(=O)Nc3sccc3C#N)CC2)cc1
 : -1.1%, -2.4%, -25.0%
> Cc1c(/C=N/NC(=O)CNc2ccccc2)c2ccccn2c1C(=O)c1ccncc1
 : 1.4%, -12.5%, -1.4%
> c1cc(-c2nnc(-c3ccncc3)o2)ccn1
 : 7.3%, 4.9%, -19.9%
> O=C(CCNC(=O)c1ccc([N+](=O)[O-])cc1)Nc1ccc(S(=O)(=O)N2CCOCC2)cc1
 : -10.6%, -1.7%, -18.1%
> CCOc1ccc(-c2noc(CCC(=O)NCC3CCCO3)n2)cc1OC (centres undefined)
 : 4.4%, -0.3%, 2.3%
> Cc1c(Nc2scc(-c3ccccc3)[n+]2-c2ccccc2)c(=O)n(-c2ccccc2)n1C
 : ?, -1.9%, 20.6µM*
> O=C(Oc1ccc(C(=S)N2CCOCC2)cc1)c1ccc([N+](=O)[O-])cc1
 : -7.6%, -7.0%, -9.2%

Reformatted with each value named: 2 of the compounds above.
Cc1c(/C=N/NC(=O)CNc2ccccc2)c2ccccn2c1C(=O)c1ccncc1
- DT40 TDP1 CPT: 1.4%
- GCN5L2 inh: -12.5%
- DT40 TDP1 no CPT: -1.4%
c1cc(-c2nnc(-c3ccncc3)o2)ccn1
- DT40 TDP1 CPT: 7.3%
- GCN5L2 inh: 4.9%
- DT40 TDP1 no CPT: -19.9%

Screening results deposited in PubChem by National Center for Advancing Translational Sciences (NCATS).
